Assay outcomes: PubChem, Broad Institute
KDM4C inh – KDM4C (human) demethylase inhibition. GST-KDM4C 2-372, H3K9me3 peptide, LANCE TR-FRET. inhibition, % at 12.5 µM. hit rate 0.15% among 96,000;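 active = mean replicate inhibition above about 25%, with at least 55% of replicates also reaching it, limit read from the data, passing the limit was not always enough; inconclusive = only one of those two conditions met; inactive = neither condition met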
Target sequence (Q9H3R0 2-372 limits assumed): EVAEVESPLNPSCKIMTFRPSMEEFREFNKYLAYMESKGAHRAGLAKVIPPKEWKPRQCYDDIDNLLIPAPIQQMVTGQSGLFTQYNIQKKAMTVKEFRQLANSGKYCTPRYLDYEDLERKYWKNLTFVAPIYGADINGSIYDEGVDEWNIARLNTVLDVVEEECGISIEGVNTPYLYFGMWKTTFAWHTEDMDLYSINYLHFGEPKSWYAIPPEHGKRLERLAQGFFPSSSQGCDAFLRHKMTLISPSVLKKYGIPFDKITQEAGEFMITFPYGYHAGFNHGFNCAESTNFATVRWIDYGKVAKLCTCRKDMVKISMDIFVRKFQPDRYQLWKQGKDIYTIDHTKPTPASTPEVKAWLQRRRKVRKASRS
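Test system: N-terminal GST-fused human GASC-1 (KDM4C) fragment, residues 2-372; quantity: GASC-1 enzyme at 10 nM final in reaction; dosing: single dose; schedule: 30 min demethylation and 1 h detection at room temperature; signal: LANCE TR-FRET, excitation 340 nm, emissions 618 and 671 nm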
Pf Dd2 inh – inhibitors of Plasmodium falciparum Dd2 growth. P. falciparum Dd2 growth, SYBR Green, 72 h; hits give low values. activity change, % at 10 µM. hit rate 2.3% among 94,000; in the data active = activity change below about -80%; inconclusive = no clear call, values can overlap the other calls
C diff growth – blocks growth of Clostridium difficile. growth activity, negative = inhibition, % at 16 µg/mL (by protocol). hit rate 0.25% among 86,000. Clostridium difficile clinical isolate growth, OD600, 24 h; hits give low values;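 active = mean growth activity at or below -80% and every replicate also at or below -80%; inconclusive = mean at or below -80% but some replicate above -80%; inactive = mean growth activity above -80%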;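 also: 0% = DMSO wells and -100% = levofloxacin 16 µg/mL wells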
Tcruzi prolif – inhibitors of T. cruzi proliferation. T. cruzi beta-gal in NIH3T3, GalScreen luminescence, 90 h. hit rate 5.9% among 77,000. inhibition, % at 8.34 µM;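 active = mean inhibition above about 93%, with at least 55% of replicates each passing it, limit read from the data, passing the limit was not always enough; inconclusive = only one of those two conditions holds; inactive = neither condition holds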
Starred values were filed as active, the others as inactive; ? = inconclusive; nt = not tested or not shown; & = joins results of further samples. The order is random (roughly 6.7% active in at least one column).

SMILES | KDM4C inh | Pf Dd2 inh | C diff growth | Tcruzi prolif
CC(C)C#Cc1ccc2c(c1)O[C@@H](CN(C)Cc1ccccc1)[C@H](C)CN([C@H](C)CO)S2(=O)=O | 1.3 | -66.5 | 10.5 | 92.7
CCCC#Cc1ccc([C@H]2[C@H](C#N)N(C(=O)C3CC3)[C@H]2CO)cc1 | -0.9 | -23.8 | -0.7 | 105.7*
COc1ccc(CN(C)C[C@@H]2Oc3ccc(NC(=O)Cc4ccccc4)cc3C(=O)N([C@H](C)CO)C[C@H]2C)cc1 | 0.1 | -0.1 | 0.2 | 6.2
C[C@@H]1CN([C@@H](C)CO)S(=O)(=O)c2ccc(-c3ccncc3)cc2O[C@@H]1CN(C)C(=O)c1ccc2c(c1)OCO2 | -1.4 | 6.9 | -5.9 | 42.5
CO[C@H]1CN(C)C(=O)c2ccc(NS(C)(=O)=O)cc2OC[C@H](C)N(C(=O)C2CCCCC2)C[C@@H]1C | -1.7 | 30.9 | -1.4 | 51.3
COc1ccc(CN(C)C[C@H]2Oc3c(NC(=O)Nc4ccc(C(F)(F)F)cc4)cccc3C(=O)N([C@H](C)CO)C[C@H]2C)cc1 | -2.2 | -22.9 | -4.9 | nt
O=S(=O)(c1cccs1)N1CCCCN2[C@@H](CO)[C@@H](c3ccc(/C=C/c4ccccc4)cc3)[C@@H]2C1 | -0.4 | -29.4 | 54.7 | 73.8
COc1ccc(CN(C)C[C@H]2Oc3c(NS(=O)(=O)c4cccs4)cccc3C(=O)N([C@@H](C)CO)C[C@@H]2C)cc1 | 0.0 | 33.8 | -1.8 | 33.3
O=C(Nc1ccc(F)cc1)N1CCCCN2[C@@H](CO)[C@H](c3ccc(C4=CCCCC4)cc3)[C@@H]2C1 | 5.1 | -39.3 | 44.6 | 89.4
CC(C)NC(=O)Nc1cccc2c1O[C@@H](CN(C)S(C)(=O)=O)[C@@H](C)CN([C@@H](C)CO)C2=O | 1.8 | 25.7 | 0.6 | -24.3
COc1ccccc1NC(=O)N(C)C[C@@H]1Oc2ncc(C#CCC(C)C)cc2C(=O)N([C@@H](C)CO)C[C@H]1C | 0.4 | -68.5 | -3.6 | 104.2*
C[C@@H]1CN([C@@H](C)CO)S(=O)(=O)c2ccc(C#CCC3CCCC3)cc2O[C@@H]1CN(C)C(=O)CN(C)C | 0.2 | -63.7 | 5.3 | 98.3
CC(C)CC#Cc1cnc2c(c1)C(=O)N([C@H](C)CO)C[C@@H](C)[C@@H](CN(C)C(=O)c1cnccn1)O2 | -1.3 | 7.1 | -4.7 | 9.1
COc1ccc(S(=O)(=O)N(C)C[C@H]2OCCCC[C@@H](C)Oc3ccc(NS(=O)(=O)c4cccs4)cc3C(=O)N([C@@H](C)CO)C[C@@H]2C)cc1 | 7.2 | -59.1 | 4.5 | 26.7
C[C@@H]1CN([C@H](C)CO)C(=O)c2cc(C3=CCCCC3)cnc2O[C@@H]1CN(C)C(=O)Cc1ccncc1 | -1.0 | -17.5 | -1.3 | nt
COc1ccccc1C#Cc1ccc2c(c1)[C@H]1[C@H](CCN1S(=O)(=O)c1cccc(C)c1)[C@@H](CO)N2 | -4.4 | -40.6 | 34.8 | nt
C[C@@H]1CCCCO[C@@H](CN(C)S(=O)(=O)c2ccc(Cl)cc2)[C@H](C)CN([C@H](C)CO)C(=O)c2cc(NS(=O)(=O)c3cccs3)ccc2O1 | -0.7 | nt | -6.9 | ?
Cc1cc(C(=O)Nc2cccc3c2O[C@H](CN(C)Cc2ccccc2)[C@@H](C)CN([C@@H](C)CO)C3=O)n(C)n1 | -1.8 | -6.9 | -0.6 | 23.6
O=C(C[C@@H]1CC[C@H]2[C@@H](COC[C@@H](O)CN2Cc2ccc(Cl)cc2)O1)NCc1cccc(F)c1 | 2.3 | 0.0 | -4.8&-13.5 | nt
CN1CCCCN2[C@@H](CO)[C@@H](c3ccc(/C=C/c4ccccc4)cc3)[C@@H]2C1 | -2.0 | -6.5 | 2.3 | 82.4
COc1ccc(CN2C[C@@H](O)COC[C@H]3O[C@H](CC(=O)N4CCc5ccccc5C4)CC[C@@H]32)cc1 | 0.5 | -3.3 | nt | -17.5
CCCNC(=O)N1CC2(CN(C(=O)c3cccc(F)c3)C2)c2c([nH]c3cc(OC)ccc23)[C@@H]1CO | -2.8 | 5.8 | -9.2 | nt
O=C(O)[C@@H]1[C@@H](CO)[C@@H]2Cn3c(ccc(-c4ccccc4F)c3=O)[C@@H]2N1Cc1ccccc1 | 0.5 | 2.2 | -0.4 | -17.5
CCCNC(=O)N1C[C@H]2[C@@H](c3ccccc31)[C@H](CO)N2Cc1ccc2c(c1)OCO2 | -0.7 | -5.7 | 0.4 | 11.3
C[C@@H]1CN([C@H](C)CO)S(=O)(=O)c2ccc(C#CC3CCCC3)cc2O[C@@H]1CN(C)Cc1ccccc1C(=O)O | 2.0 | 12.0 | 1.2 | nt
Other structures follow:
SMILES | KDM4C inh | Pf Dd2 inh | C diff growth | Tcruzi prolif
C[C@@H]1CCCCO[C@H](CN(C)Cc2ccc(Cl)c(Cl)c2)[C@@H](C)CN([C@@H](C)CO)C(=O)c2cc(NC(=O)C3CCCCC3)ccc2O1 | -1.4 | -91.3* | 13.4 | 90.2
CCS(=O)(=O)NCC[C@@H]1CC[C@@H](NC(=O)C2CC2)[C@@H](CO)O1 | 0.5 | 37.1 | -1.0 | nt
C[C@H](CO)N1C[C@H](C)[C@@H](CN(C)C(=O)c2ccncc2)OCCCC[C@H](C)Oc2ccc(NS(C)(=O)=O)cc2C1=O | 1.2 | 60.3 | 5.1 | 24.6
O=C(C[C@@H]1C=C[C@H](NC(=O)C2CCC2)[C@@H](CO)O1)NCc1ccccc1Cl | -1.0 | 10.9 | 0.0 | nt
CNC[C@H]1Oc2c(NC(=O)C3CCOCC3)cccc2C(=O)N([C@@H](C)CO)C[C@@H]1C | -0.5 | -1.5 | -0.7 | 19.2
C[C@@H]1CN([C@H](C)CO)C(=O)CCCn2nncc2CO[C@@H]1CN(C)S(C)(=O)=O | nt | -6.7 | -1.0 | 16.3
COc1ccc(NC(=O)Nc2ccc3c(c2)C(=O)N([C@H](C)CO)C[C@H](C)[C@@H](CN(C)C(=O)Nc2cccc4ccccc24)OCCCC[C@@H](C)O3)cc1 | -0.7 | -13.2 | 0.1 | 8.7
C/C=C/c1cnc2c(c1)C(=O)N([C@@H](C)CO)C[C@H](C)[C@@H](CN(C)C(=O)NC1CCCC1)O2 | 0.2 | 21.9 | 17.5 | 27.3
O=C(Nc1ccccc1)N1C[C@@H]2[C@H](c3ccccc31)[C@H](CO)N2CC1CCCC1 | -1.1 | -17.4 | -2.0 | 67.4
Cc1noc(C)c1NC(=O)N(C)C[C@H]1OCc2cnnn2CCCC(=O)N([C@@H](C)CO)C[C@H]1C | nt | 19.1 | -0.2 | -0.5
C[C@@H]1CN([C@@H](C)CO)S(=O)(=O)c2ccc(-c3ccc(C#N)cc3)cc2O[C@H]1CN(C)C(=O)Nc1cc(F)ccc1F | 13.3 | -58.5 | 1.6 | 98.9
CC(C)NC(=O)N(C)C[C@@H]1Oc2c(NC(=O)c3ccc(-c4nccs4)cc3)cccc2C(=O)N([C@@H](C)CO)C[C@H]1C | -2.5 | 1.5 | -3.9 | 8.2
C[C@@H]1CCCCO[C@@H](CN(C)S(=O)(=O)c2ccc(Cl)cc2)[C@@H](C)CN([C@@H](C)CO)C(=O)c2cc(NC(=O)Nc3ccc4c(c3)OCO4)ccc2O1 | 0.3 | -88.4* | 11.3 | 96.6*
C[C@H]1CN([C@@H](C)CO)C(=O)Cc2cc(NC(=O)Cc3ccccc3)ccc2O[C@H]1CN(C)C(=O)NC1CCCCC1 | -2.4 | 0.5 | -2.8 | -28.0
COc1ccc(S(=O)(=O)N(C)C[C@@H]2Oc3ccc(NC(=O)Nc4cccc5ccccc45)cc3CC(=O)N([C@@H](C)CO)C[C@@H]2C)cc1 | -0.8 | -42.5 | 5.9 | -4.3
C[C@@H]1CCCCO[C@@H](CN(C)CC2CC2)[C@H](C)CN([C@@H](C)CO)C(=O)c2cc(NC(=O)Nc3ccccc3)ccc2O1 | 15.2 | 2.2 | nt | 82.5
COCCNC(=O)[C@H]1[C@H](CO)[C@H]2Cn3c(ccc(-c4ccccc4F)c3=O)[C@H]2N1C(=O)C1CC1 | -1.4 | 13.4 | -7.3 | 62.7
N#C[C@@H]1[C@H](c2ccc(C3=CCCC3)cc2)[C@H](CO)N1C(=O)C1CC1 | 1.0 | 5.0 | -7.4 | 94.8
C[C@H](CO)N1C[C@H](C)[C@@H](CN(C)Cc2ccccc2)Oc2ncc(-c3cccc(F)c3)cc2C1=O | -0.2 | -1.5 | -2.1 | -11.9
CCC(=O)N(C)C[C@H]1Oc2cc(-c3cccc(C#N)c3)ccc2S(=O)(=O)N([C@@H](C)CO)C[C@@H]1C | 7.0 | 7.5 | 5.7 | 31.3
C[C@@H]1CCCCO[C@@H](CN(C)C(=O)Cc2ccccc2)[C@H](C)CN([C@@H](C)CO)C(=O)c2cc(NC(=O)Nc3ccc(C(F)(F)F)cc3)ccc2O1 | -12.2 | 0.8 | -6.7 | 89.6
CO[C@H]1CN(C)C(=O)c2ccc(NC(=O)C3CCC3)cc2OC[C@H](C)N(C(=O)NC(C)C)C[C@@H]1C | 0.1 | 25.5 | 3.7 | nt
C[C@@H]1CN([C@@H](C)CO)C(=O)c2cc(N(C)C)ccc2O[C@@H]1CN(C)C(=O)Nc1cccc2ccccc12 | 1.5 | -45.2 | -2.5 | 55.0
C[C@H](CO)N1C[C@H](C)[C@H](CN(C)CC2CC2)Oc2cc(C3=CCCCC3)ccc2S1(=O)=O | 0.9 | -56.5 | nt | 43.5
COc1ccc(S(=O)(=O)N(C)C[C@H]2Oc3ccc(NS(=O)(=O)c4ccc(C)cc4)cc3C(=O)N([C@@H](C)CO)C[C@H]2C)cc1 | -2.0 | 18.1 | -5.8 | nt

Single records, as listed above.
Entry for CO[C@H]1CN(C)C(=O)c2ccc(NC(=O)C3CCC3)cc2OC[C@H](C)N(C(=O)NC(C)C)C[C@@H]1C → KDM4C inh = 0.1; Pf Dd2 inh = 25.5; C diff growth = 3.7; Tcruzi prolif = nt
Entry for N#C[C@@H]1[C@H](c2ccc(C3=CCCC3)cc2)[C@H](CO)N1C(=O)C1CC1 → KDM4C inh = 1.0; Pf Dd2 inh = 5.0; C diff growth = -7.4; Tcruzi prolif = 94.8

(list continues)
SMILES | KDM4C inh | Pf Dd2 inh | C diff growth | Tcruzi prolif
C[C@@H]1CN([C@@H](C)CO)C(=O)c2cc(-c3ccccc3)cnc2O[C@@H]1CN(C)C(=O)Nc1ccc2c(c1)OCO2 | 0.7 | 8.5 | 1.4 | 76.6
C/C=C/c1ccccc1[C@H]1[C@@H](CO)N(S(=O)(=O)c2cccc(F)c2)[C@H]1C#N | -1.2 | 21.0 | -5.8 | nt
Cc1noc(C)c1NC(=O)Nc1ccc2c(c1)C(=O)N([C@H](C)CO)C[C@@H](C)[C@H](CN(C)Cc1ccc(C(F)(F)F)cc1)OCCCC[C@H](C)O2 | -0.4 | -56.6 | 11.2 | ?
CO[C@@H]1CN(C)C(=O)c2ccc(NC(C)=O)cc2OC[C@H](C)N(C(=O)c2cccnc2)C[C@H]1C | 1.3 | 3.4 | -0.9 | 31.8
O=C(C[C@H]1CC[C@@H](NC(=O)Nc2ccc(F)cc2)[C@H](CO)O1)NCc1ccccn1 | -0.2 | -7.4 | -4.4 | -14.3
Cc1noc(C)c1NC(=O)Nc1ccc2c(c1)C(=O)N([C@@H](C)CO)C[C@H](C)[C@H](CN(C)C(=O)NC(C)C)O2 | -0.2 | 18.8 | nt | 99.5
CS(=O)(=O)Nc1ccc2c(c1)[C@@H]1C[C@@H](CC(=O)NCc3ccccc3)O[C@H](CO)[C@@H]1O2 | 0.1 | 19.2 | nt | 19.8
C[C@@H]1CN([C@H](C)CO)C(=O)Cc2cc(NC(=O)Nc3ccc(F)cc3)ccc2O[C@H]1CN(C)Cc1ccc2c(c1)OCO2 | -1.0 | -1.6 | -11.0 | nt
CC(C)C#Cc1ccc2c(c1)O[C@@H](CN(C)C(=O)C1CC1)[C@H](C)CN([C@H](C)CO)S2(=O)=O | 1.6 | -27.6 | 0.1 | nt
CNC[C@@H]1OCCCC[C@H](C)Oc2ccc(NS(C)(=O)=O)cc2C(=O)N([C@@H](C)CO)C[C@H]1C | 2.1 | 35.4 | 0.5 | 32.5
CCC(=O)N(C)C[C@@H]1Oc2cc(C3=CCCCC3)ccc2S(=O)(=O)N([C@H](C)CO)C[C@H]1C | 0.0 | -4.8 | nt | 58.6
COC(=O)[C@H]1[C@H](CO)[C@H]2Cn3c(cccc3=O)[C@H]2N1C(=O)C1CC1 | -1.5 | 9.9 | 0.9 | 6.2
C/C=C/c1ccc([C@@H]2[C@H](CN(C)S(C)(=O)=O)N[C@@H]2CO)cc1 | 1.8 | 1.5 | -2.5 | nt
